# MrgX1 PAM – positive allosteric modulators of MrgX1, primary screen, HEK293 cells, Fluo-4 calcium flux | hit rate 0.63% among 310,000 | AID 588675, 2011 | B-score at 10 µM | Mas-related G-protein coupled receptor member X1 (Homo sapiens), Q96LB2 | FDSS; stronger effect = higher value;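 active = plate-corrected calcium response at least 3 library SD above typical, normal starting fluorescence, not activating the receptor alone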;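 note: compound read alongside a low EC10 to EC30 dose of BAM8-22 agonist; peak minus trough fluorescence over baseline measured at the second addition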
# Target sequence (Q96LB2 whole entry, looked up): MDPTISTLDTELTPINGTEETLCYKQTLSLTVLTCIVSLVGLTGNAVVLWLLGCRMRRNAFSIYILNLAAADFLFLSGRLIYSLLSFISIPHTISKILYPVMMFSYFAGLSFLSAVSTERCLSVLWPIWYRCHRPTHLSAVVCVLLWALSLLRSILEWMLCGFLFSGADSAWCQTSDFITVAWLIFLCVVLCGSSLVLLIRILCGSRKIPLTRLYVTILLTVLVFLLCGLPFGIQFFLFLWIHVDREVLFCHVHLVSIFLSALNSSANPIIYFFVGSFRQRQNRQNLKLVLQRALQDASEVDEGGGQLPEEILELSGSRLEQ
# MrgX1 antag – antagonists of human MrgX1 receptor, primary screen, HEK293 cells, Fluo-4 calcium flux; BAM8-22 antagonism; stronger effect = lower value; B-score at 10 µM; Mas-related G-protein coupled receptor member X1 (Homo sapiens), Q96LB2; hit rate 1.3% among 310,000;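 active = calcium-response B-score plate-corrected more than 3 library SD below zero, starting fluorescence within 5 deviations, no agonist response on first addition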;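 note: peak minus trough fluorescence over baseline after final BAM8-22 challenge near maximal dose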
# MrgX1 ag – agonists of human MrgX1 receptor, primary screen, HEK293 cells, Fluo-4 calcium flux | Mas-related G-protein coupled receptor member X1 (Homo sapiens), Q96LB2 | Fluo-4 calcium fluorescence, agonist mode; stronger effect = higher value | B-score at 10 µM | hit rate 0.44% among 310,000;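 active = calcium response B-score plate-corrected fluorescence ratio at least 3 library SD, with starting fluorescence B-score inside 5 SD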
#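 Assay system: MrgX1-expressing HEK293 cells / Amount: fifteen thousand cells per well / Doses: test compound in the initial addition of three / Timing: cells plated overnight, dye loaded 0.5 h 37 °C, 0.5 h room temperature / Technique: kinetic calcium dye fluorescence, Fluo-4 NW / Control set: positive and negative controls per plate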
# An asterisk follows results filed as active; i = inactive. The list is partial; rates above refer to the full screens.
no.	mol	MrgX1 PAM	MrgX1 antag	MrgX1 ag
1	O=C(Cn1cnc2c(cnn2-c2ccc(Cl)cc2)c1=O)NC1CCCCC1	i	i	i
2	COC(=O)c1ccccc1NC(=O)c1sc(N)nc1C	i	i	i
3	COc1cccc(NC(=O)Nc2ccc3c(c2)nnn3C)c1	i	i	i
4	CC(Sc1nc(N)cc(=O)[nH]1)C(=O)NC1CCCCC1 (stereo not drawn)	i	i	i
5	C#CCOCCOCCOCCNc1nc(N2CCN(C(=O)[C@H]([C@@H](C)O)n3cc(CCCCN)nn3)CC2)nc(N2CCN(C(=O)[C@H]([C@@H](C)CC)n3cc(CCCCN)nn3)CC2)n1	i	i	i
6	CCOc1ccccc1N/C(=C(/C(Cl)=C(Cl)Cl)[N+](=O)[O-])n1cncn1	i	i	i
7	O=C(Cn1[nH]c(=O)c2ccccc2c1=O)Nc1cccc(-c2nnc3n2CCCCC3)c1	i	i	i
8	Cc1ccccc1Nc1nnc(SCC(=O)NCc2ccco2)s1	i	i	i
9	Cc1cc(C(=O)CN2C(=O)NC3(CCCc4ccccc43)C2=O)c(C)n1C (stereo not drawn)	i	i	i
10	CCCC1(C(=O)OC)NC(c2cc(OC)c(OC)c(OC)c2)C2C(=O)N(CC)C(=O)C21 (stereo not drawn)	i	i	i
11	CS(=O)(=O)Nc1cccc2cccnc12	i	i	i
12	COc1ccc2[nH]c3c(NCCN(C(C)C)C(C)C)ncnc3c2c1	i	i	i
13	CCC(C)N1CCN(C(=O)c2cccs2)CC1 (stereo not drawn)	i	i	i
14	CC(C)(C)CC(C)(C)c1ccc(OCCOCC[N+](C)(C)Cc2ccccc2)cc1	i	i	i
15	COc1ccc(Cn2cc3c(-c4ccc(F)cc4)nnc-3c3cc(OC)c(OC)cc32)cc1	i	i	i
16	CCOC(=O)CCc1c(C)nc2cc(C3CCCN(C(=O)OC(C)(C)C)C3)[nH]n2c1=O (stereo not drawn)	i	-5.4*	i
17	CC(NS(=O)(=O)c1ccc(OCC(=O)Nc2cccc([N+](=O)[O-])c2)cc1)c1ccccc1 (stereo not drawn)	i	i	i
18	COc1ccc2nc(SCC(=O)O)nc(C)c2c1	i	i	i
19	Cc1cc(=O)n(CC(C)C)c(O)c1C#N	i	i	i
20	CN(C)c1ccc(C=Nc2ccccc2C(N)=O)cc1	i	i	i
21	CCCn1c(=O)c2[nH]c(-c3ccc(S(=O)(=O)O)cc3)nc2n(CCC)c1=O	i	i	i
22	CC1CCC(CN2CCN=C2N(C)C)CC1 (stereo not drawn)	i	i	i
23	COc1cc2c(cc1OC)CN(Cc1cc(=O)n3cc(C)ccc3n1)CC2	i	i	i
24	Cc1ccc(-c2nnc3c4ccccc4c(C)nn23)cc1S(=O)(=O)N1CCN(C)CC1	i	i	i
25	O=[N+]([O-])c1ccccc1CNCCCCO	i	i	i
26	CCC(=O)N1CCc2cc(S(=O)(=O)NC(C(=O)N3CCc4ccccc4C3)C(C)C)ccc21 (stereo not drawn)	i	i	i
27	NCCC(=O)NCCc1cnc[nH]1	i	i	i
28	O=C(O)C1CCCC[C@H]1C(=O)Nc1ncc([N+](=O)[O-])s1 (stereo partly drawn)	i	i	i
29	COCCn1c(=S)[nH]c2cc(C(=O)NC(C)C)ccc2c1=O	i	i	i
30	COc1ccc(NC(=O)CSc2nnc(Cn3nnc4ccccc43)n2C)cc1	i	i	i

# The last 2 records of the section before open the next one.
no.	mol	MrgX1 PAM	MrgX1 antag	MrgX1 ag
29	COCCn1c(=S)[nH]c2cc(C(=O)NC(C)C)ccc2c1=O	i	i	i
30	COc1ccc(NC(=O)CSc2nnc(Cn3nnc4ccccc43)n2C)cc1	i	i	i
31	CCOC(=O)N1CCc2c(sc(NC(=O)c3ccc(Cl)s3)c2C(N)=O)C1	i	i	i
32	O=C(Nc1cccc2ccccc12)N1CCN(c2ccccc2)CC1	i	i	i
33	Cc1ccc(S(=O)(=O)N2[C@@H](c3ccc(F)cc3)C(C(=O)O)=CC[C@H]2c2ccc(Cl)cc2)cc1	i	i	i
34	Cc1cc(C2CCCCC2)n(O)c(=O)c1	i	i	i
35	COc1cc([C@H]2Oc3c(OC)cc(CCCO[C@@H]4O[C@H](CO)[C@@H](O)[C@H](O)[C@H]4O)cc3[C@@H]2CO)ccc1O	i	i	i
36	CCC(C)(CN(C)C)OC(=O)c1ccccc1 (stereo not drawn)	i	i	i
37	COc1cc2c(cc1OC)C(=O)N1[C@H]3c4cc(Cl)ccc4OC[C@@H]3[C@H](c3ccccc3)[C@]1(C)C(=O)N2	i	i	i
38	Cc1cccc(NC(=O)c2cc(NC(=O)c3ccco3)ccc2Cl)n1	i	-4.7*	i
39	Cc1[nH]c2ccccc2c1/C=N/Nc1ccc(F)cc1F	i	i	i
40	C#CCOCCOCCOCCNc1nc(N2CCN(C(=O)CCCCCCCCCCNC(=O)[C@@H](CCSC)n3cc(CCO)nn3)CC2)nc(N2CCN(C(=O)CCCCCCCCCCNC(=O)[C@H](CCSC)n3cc(CCO)nn3)CC2)n1	i	i	i
41	O=C(CN1CCN(c2ncccn2)CC1)N1CCCc2c1c(=O)oc1ccc(O)cc21	i	i	i
42	COc1cccc(-c2nnc3sc(-c4cccs4)nn23)c1	i	i	i
43	COC(=O)c1ccc(-c2nc(-c3cccs3)no2)cc1	i	i	i
44	C#CCOCCOCCOCCNc1nc(N2CCN(C(=O)[C@H]([C@@H](C)CC)n3cc(CCCN=C(N)N)nn3)CC2)nc(N2CCN(C(=O)[C@H](Cc3ccc(O)cc3)n3cc(CCO)nn3)CC2)n1	i	i	i
45	CC1(C)C[C@@H]1C(=O)N/C(=C\CCCCSC[C@H](N)C(=O)O)C(=O)O	i	i	i
46	O=C(Nc1ccc(F)cc1)c1cccc2c1C(=O)N(Cc1ccccn1)C2	i	i	i
47	C=CCSc1nc2ccccc2n1S(=O)(=O)c1ccc(C)cc1	i	i	i
48	CC1CCN(c2ccc(/C=N\Nc3nncn3N)cc2[N+](=O)[O-])CC1	i	i	i
49	O=C(N/N=C/c1cc(Cl)ccc1O)c1ccc(Br)cc1	i	i	i
50	CCC(C)CCN1C(N(C)C)=NC[C@@H]1C (stereo partly drawn)	i	i	i
51	CCN(CC)CCCN1C(=O)C(O)=C(C(=O)c2cc3ccccc3o2)C1c1ccccn1 (stereo not drawn)	i	i	i
52	COc1ccc(C(=O)COC(=O)CN2CC(=O)Oc3ccccc32)cc1Br	i	i	i
53	CCOC(=O)Cn1c(=N)n(CCOc2cccc(C)c2)c2ccccc21	i	i	i
54	COCCn1nnnc1C1(N(Cc2cc3cc(C)ccc3[nH]c2=O)CC2CCCO2)CCN(C)CC1 (stereo not drawn)	i	i	i
55	Cc1ccc(-c2cn(CCC(=O)O)c(-c3ccc(Cl)nc3)n2)cc1	i	i	i
56	COc1cc(C(O)CO)ccc1OS(=O)(=O)O (stereo not drawn)	i	i	i
57	Nc1nc2nccc(-c3ccc(Cl)cc3)n2n1	i	i	i
58	C#CCOCCOCCOCCNc1nc(N2CCN(C(=O)[C@H](CCCCN)n3cc([C@@H](N)CO)nn3)CC2)nc(N2CCN(C(=O)[C@H](Cc3cc4ccccc4[nH]3)n3cc([C@@H](N)CO)nn3)CC2)n1	i	i	i
59	COc1ccc(Cl)c(Cn2c(NCc3ccco3)nc3c2c(=O)n(C)c(=O)n3C)c1	i	i	i
60	CCOC(=O)CNc1nc(-c2ccncc2)nc2ccccc12	i	i	56*

# With a hit mark in MrgX1 ag (from the list above):
entry	SMILES	MrgX1 antag	MrgX1 ag
60	CCOC(=O)CNc1nc(-c2ccncc2)nc2ccccc12	i	56*

# Going on with the list.
no.	mol	MrgX1 PAM	MrgX1 antag	MrgX1 ag
61	COc1ccc(N2CCN(C(=O)c3cc4c(-c5cccc(OC)c5)nn(C)c4s3)CC2)cc1	i	i	i
62	C#CCOCCOCCOCCNc1nc(N2CCOCC2)nc(N2CCN(C(=O)CCCCCCCCCCNC(=O)[C@H]([C@@H](C)CC)n3cc(CCCCN=C(N)N)nn3)CC2)n1	i	i	i
63	Cc1nc2ccccc2c(=O)n1NC(=O)c1ccco1	i	i	i
64	Nc1nonc1-c1noc(CCCCCN2C(=O)c3ccccc3C2=O)n1	i	i	i
65	Cc1ccc(C2CN(CCC(N)=O)C(=O)CO2)cc1 (stereo not drawn)	i	i	i
66	CC(C)CN1C(=O)NC(NC(=O)c2cccnc2)(C(F)(F)F)C1=O (stereo not drawn)	i	i	i
67	CCC(C)NC(=O)c1cnc2n(c1=O)CCS2 (stereo not drawn)	i	i	i
68	O=C(Cc1ccccc1)Nc1ccccc1CO	i	i	i
69	Cc1csc(NC(=O)CSc2nnc(Cc3cccn3C)n2CCc2ccccc2)n1	i	i	i
70	COc1ccc(N(CC(=O)Nc2cccc(OC)c2)S(=O)(=O)c2c(C)nn(C)c2C)cc1	i	i	i
71	Cc1ccc(S(=O)(=O)NCCCC(=O)C=[N+]=[N-])cc1	i	i	i
72	CN1CCN(CCCNC(=O)c2cc3c(=O)oc4ccccc4c3s2)CC1	i	i	i
73	Cc1cccc(-c2sc(Nc3ccccc3)n[n+]2-c2ccccc2)c1	i	i	i
74	CC(OC(=O)Cn1c(C(F)(F)F)nc2ccccc21)C(=O)N1CCCc2ccccc21 (stereo not drawn)	i	i	i
75	COc1ccc(C(=O)Nc2ccc(S(=O)(=O)Nc3nccnc3OC)cc2)cc1OC	i	i	i
76	COc1cccc(/C=N\Nc2nncc(-c3ccccc3)n2)c1	i	i	i
77	CC1(C)Cc2noc(N)c2C(C)(C)N1OC(=O)c1ccco1	i	i	i
78	O=C1CCc2cc(S(=O)(=O)NCCC(=O)NC3CCN(Cc4ccccc4)CC3)ccc2N1	i	i	i
79	Cc1ccc(C)n1-c1ccc(C(=O)NCC2CCCO2)cc1 (stereo not drawn)	i	i	i
80	O=C(C1CCN(S(=O)(=O)c2cccc3cccnc23)CC1)N1CCN(c2ccccc2)CC1	i	i	i
81	COCCOC(=O)C1=C(N)OC2=C(C(=O)CCC2)C1c1cccnc1 (stereo not drawn)	i	i	i
82	COC(=O)c1ccc(C(=O)Nc2ccc(F)cc2)cc1	i	i	i
83	Cc1cc(C)c(S(=O)(=O)/N=C2\C=CC(=O)C(Cl)=C2)c(C)c1	i	i	i
84	Cc1ccc(C(=O)CN(CCCC(N)=O)S(=O)(=O)c2ccc([N+](=O)[O-])cc2)cc1	i	i	i
85	CCOC(=O)[C@H]1[C@H]2COc3ccc(OC)cc3[C@@H]2N2C(=O)c3ccc(Cl)cc3NC(=O)[C@@]12C	i	i	i
86	CCOc1[nH]c(/N=C/c2ccco2)c(C#N)c1C#N	i	i	i
87	COc1ccccc1C1=Nn2c(nnc2C2CCCCC2)SC1	i	i	i
88	CC(=O)Nc1ccc(Oc2cc(C#N)c(C#N)cc2N2CCCCCC2)cc1	i	i	i
89	COCCn1c(SCC(=O)Nc2ccc3c(c2)OCCO3)nc2c(c1=O)SC(C)C2 (stereo not drawn)	i	i	i
90	Cn1cccc1/C=C1\SC(=S)N(NC(=O)c2ccc(Cl)cc2)C1=O	i	i	i

# 3 structures from above, arranged by SMILES length, ascending:
no.	mol	MrgX1 PAM	MrgX1 antag	MrgX1 ag
77	CC1(C)Cc2noc(N)c2C(C)(C)N1OC(=O)c1ccco1	i	i	i
64	Nc1nonc1-c1noc(CCCCCN2C(=O)c3ccccc3C2=O)n1	i	i	i
70	COc1ccc(N(CC(=O)Nc2cccc(OC)c2)S(=O)(=O)c2c(C)nn(C)c2C)cc1	i	i	i

# Further entries:
no.	mol	MrgX1 PAM	MrgX1 antag	MrgX1 ag
91	Cc1cccc(NC(=O)/C(=C\c2ccc([N+](=O)[O-])o2)NC(=O)c2ccc(Cl)cc2)c1	i	i	i
92	CCCCCSc1nc2c(cnn2-c2ccccc2)c(=O)[nH]1	i	i	i
93	Nc1ccc(O)cc1C(=O)OCC(=O)C12CC3CC(CC(C3)C1)C2	i	i	i
94	Nc1ccc(N2C(=O)c3ccccc3C2=O)c(Cl)c1	i	i	i
95	CCOc1ccc(-c2[nH]ncc2-c2ccc(OC)c(OC)c2)c(O)c1	18*	i	i
96	CCOC(=O)C1=C2N(C)c3ccccc3N2CCC1=O	i	i	i
97	CC(C)C[C@H]1CN=C(N(C)C)N1CC1CCCC1	i	i	i
98	Cc1ccc(OC(=S)Nc2ccc(O)cc2)cc1	i	i	i
99	COc1ccc(S(=O)(=O)Nc2nc3n(n2)C(c2ccc(Cl)cc2)CC(=O)N3)cc1 (stereo not drawn)	i	i	i
100	CC(C)c1nc2ccc(NC(=O)C3CCCCC3)cc2[nH]1	i	i	i
101	O=C(NC(=O)c1ccc(Cl)cc1)Nc1cc(N2CCCCC2)ncn1	i	i	i
102	COc1cccc(NC(=O)C2CCC2)c1	i	i	i

# Screen by screen, from the results shown.
# MrgX1 PAM, compounds 92–101: i, i, i, 18*, i, i, i, i, i, i
# MrgX1 antag, compounds 92–101: i, i, i, i, i, i, i, i, i, i
# MrgX1 ag, compounds 92–101: i, i, i, i, i, i, i, i, i, i

# Source: PubChem BioAssay
